GAA spleen mod = qHTS Assay for Inhibitors and Activators of Human alpha-Glucosidase From Spleen Homogenate; human spleen homogenate, 4-MU-alpha-glucoside fluorescence; Potency, µM (top dose mostly 79.9 µM), for the others: at the top dose activity change, negative = inhibition, usual class: inhibitors; 240,000 compounds, 0.006% hits; Lysosomal alpha-glucosidase (Homo sapiens), P10253;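 also: potency is read from the fitted curve at half-maximal effect; 0% = enzyme with vehicle and -100% = no enzyme basal signal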
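Compounds were titrated against alpha-glucosidase in spleen homogenate at pH 5.0, with 1 mM 4-methylumbelliferyl substrate for 40 min at 37 C. Reactions were quenched with pH 10 NaOH/glycine and fluorescence measured.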
Lamin A splicing = qHTS Assay for Modulators of Lamin A Splicing. Potency, µM (top dose mostly 46.1 µM), inactives show at the top dose ratio change, negative = inhibition, usual class: inhibitors. 200,000 compounds, 0.01% hits. HeLa LMNA splicing GFP/RFP minigene ratio, 48 h; active = well fitted inhibition curve with a large enough effect in the signal ratio, with a control signal flat, not every such curve was filed as active; inconclusive = small, poorly fitted or top-dose-only effect, or effect the other way, or a change in a side signal; the % refers to the signal ratio; also: potency is read from the fitted curve at half-maximal effect; % is scaled to controls: 0 for no effect and ±100 for the full control effect
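Read-out is the ratio of GFP to DsRed2 object intensity, acquired by 488 nm laser-scanning cytometry on HeLa lamin A-EGFP minigene reporter cells. Compound incubation 48 hrs at 37 °C in Opti-MEM with 2% FBS; DMSO 0.5% final.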
GAA glycogen = qHTS Assay for Inhibitors and Activators of Human alpha-Glucosidase Cleavage of Glycogen; Lysosomal alpha-glucosidase (Homo sapiens), P10253; recombinant GAA, glycogen substrate, Amplex Red glucose oxidase fluorescence; Potency, µM (top dose mostly 76.4 µM), for inactives: top-dose activity change, negative = inhibition, usual class: inhibitors; 300,000 compounds, 0.38% hits;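 also: potency is read from the fitted curve at half-maximal effect; 0% = full enzyme reaction and -100% = no-enzyme basal signal; the screen sought inhibitors and activators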
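qHTS, 1536-well; enzyme 4 nM final; cpd up to 77 uM; substrate bovine liver glycogen 30 ug; 50 mM citrate/phosphate pH 5.0, 0.01% Tween-20; 37 C, 40 min; Amplex Red detection 45 min RT; Hill fit → AC50.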
HttQ103 aggreg = qHTS Multiplex Assay to Identify Dual Action Probes in a Cell Model of Huntington: Aggregate Formation (GFP); Potency, µM (series often up to 46.1 µM), without a hit: top-dose activity change, negative = inhibition, usual class: inhibitors; 220,000 compounds, 1.1% hits; PC12 HttQ103-GFP aggregates, Acumen cytometry, 40 h; also: potency is read from the fitted curve at half-maximal effect; % is scaled to controls: 0 for no effect and ±100 for the full control effect; nearly all actives have a fitted effect of over 60% in size
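Huntingtin Q103 exon 1–GFP aggregates in induced PC12 cells (100 nM tebufenozide) were quantified by cytometry from lysates, with compounds dosed in titration.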
CBFb-RUNX1 inh = qHTS Assay for Compounds Blocking the Interaction Between CBF-beta and RUNX1 for the Treatment of Acute Myeloid Leukemia. Runt-related transcription factor 1 (Homo sapiens) + Core-binding factor subunit beta …. AlphaScreen CBFb-His/RUNX1-biotin binding, biochemical. Potency, µM (highest dose often 59.8 µM), for inactives: at the highest dose activity, negative = inhibition, hits mostly inhibitors. 230,000 tested, under 10 active. AID 1477, 2009; also: % of control where 0% means no effect
Target sequence (Q01196 whole entry, looked up): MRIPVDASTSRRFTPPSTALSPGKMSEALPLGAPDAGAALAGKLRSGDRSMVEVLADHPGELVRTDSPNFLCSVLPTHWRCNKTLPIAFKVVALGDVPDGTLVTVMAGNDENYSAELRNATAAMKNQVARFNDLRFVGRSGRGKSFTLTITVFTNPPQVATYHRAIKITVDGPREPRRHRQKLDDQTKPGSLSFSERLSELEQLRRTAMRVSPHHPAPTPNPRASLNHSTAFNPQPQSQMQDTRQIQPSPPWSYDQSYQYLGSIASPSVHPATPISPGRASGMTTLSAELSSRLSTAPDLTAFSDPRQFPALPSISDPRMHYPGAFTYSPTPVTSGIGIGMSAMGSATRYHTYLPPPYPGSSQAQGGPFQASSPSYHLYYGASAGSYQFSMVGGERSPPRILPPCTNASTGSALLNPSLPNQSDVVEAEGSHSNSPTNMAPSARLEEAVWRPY
Target sequence (Q13951 whole entry, looked up): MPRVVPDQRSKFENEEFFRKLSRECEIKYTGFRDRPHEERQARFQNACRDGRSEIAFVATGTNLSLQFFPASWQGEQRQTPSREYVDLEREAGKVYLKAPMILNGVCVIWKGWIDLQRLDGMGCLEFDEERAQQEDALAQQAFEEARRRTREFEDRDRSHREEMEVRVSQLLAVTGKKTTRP
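AlphaScreen proximity signal reports loss of binding between His-tagged CBF-beta and biotin-labelled RUNX1, each at 30 nM. Proteins are pre-associated for 20 minutes, compounds added for 15 minutes, then beads for 90 minutes, all at ambient temperature.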
GAA inh = qHTS Assay for Inhibitors of Human alpha-Glucosidase as a Potential Chaperone Treatment of Pompe Disease. Lysosomal alpha-glucosidase (Homo sapiens), P10253. purified human GAA, 4-MU-alpha-glucoside fluorescence. Potency, µM (highest dose often 76.9 µM), for inactives: at the top dose activity change, negative = inhibition, hits mostly inhibitors. 200,000 compounds, 0.005% hits. AID 1466, 2008;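 also: potency is read from the fitted curve at half-maximal effect; plate controls were uninhibited enzyme wells for no effect and no-enzyme background for full effect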
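Read-out is 4-methylumbelliferone fluorescence (Ex 365/Em 440 nm) after NaOH/glycine stop at pH 10. Enzyme 4 nM, substrate 400 uM, pH 5.0 citrate buffer, 20 min room temperature; AC50 from Hill-equation concentration-response.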
HTT cytoprotect = qHTS Multiplex Assay to Identify Dual Action Probes in a Cell Model of Huntington: Cytoprotection (ATP); PC12 HTT-Q103 induced, cytoprotection, ATP luminescence, 40 h; Potency, µM (series often up to 56.4 µM), for the others: cytoprotection (ATP increase), hits mostly activators; 230,000 compounds, 0.14% hits;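 also: potency is read from the fitted curve at half-maximal effect; % of control where 0% means no effect; nearly all actives have a fitted effect of over 45% in size; toxic huntingtin expression switched on by the ecdysone agonist tebufenozide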
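Compounds added alongside 100 nM tebufenozide, which induces toxic Q103 huntingtin exon 1-GFP in stable PC12 cells; surviving cells quantified by luminescent ATP measurement. Medium: phenol red-free DMEM, 5% equine and 5% calf serum.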
Numbers without * were called inactive; ? = inconclusive; / = not tested or not shown; [ ] = remark or other dose. Unless noted, calls follow the shape of the dose curve; as a rule, active = well fitted curve in the direction sought with a large enough effect; inconclusive = small, poorly fitted or top-dose-only effect, or another doubt; inactive = no such curve, though single readings can be large; an effect the other way counts as inactive or inconclusive.

SMILES	GAA spleen mod	Lamin A splicing	GAA glycogen	HttQ103 aggreg	CBFb-RUNX1 inh	GAA inh	HTT cytoprotect
COC(=O)C1=C(C)Nc2nnnn2C1c1cccs1 (stereo not drawn)	3%	-1%	-3%	?	12%	-3%	4%
COc1ccc(CNC(=O)COc2ccc([N+](=O)[O-])cc2)cc1	-8%	9%[0.0737 µM]	1%	29%	4%	-3%	-13%
COc1ccc(O[C@H]2C=C[C@@H](c3ccccc3)O[C@H]2CO/N=C(/C)CCC(=O)OC[C@@H]2O[C@H](c3ccccc3)C=C[C@@H]2Oc2ccc(OC)cc2)cc1	-3%[17.4 µM]	/	/	/	8%[13.1 µM]	/	3%[10 µM]
O=c1c(-c2ccc3c(c2)OCCO3)coc2c(CN3CCOCC3)c(O)ccc12	1%	1%	2%	2%	5%	-4%	-25%[0.074 µM]
CN(C(=O)NC1CCCCC1)c1ccccc1	8%	-3%[46 µM]	-12%	21%[9.22 µM]	-2%	12%	-58%[inhibitor][1.9 µM]
CCCCCCSc1ncc(C#N)c(N)n1	-15%	7%[0.0737 µM]	-1%	?	6%	?	-15%
O=C(Nc1nnc(-c2ccc3c(c2)CCCC3)o1)C1CCCCC1	2%	1%	17%	3%	-2%	-1%	-37%
O=C(COc1cccc2cccnc12)N1CCc2ccccc2C1	0%	-2%	1%	?	4%	-24%	-16%[10 µM]
Cc1cccc(NC(=O)CCc2ccc(S(=O)(=O)NC3CCCCC3)cc2)c1	3%	-21%	4%	4%	-3%	-5%	14%
CSc1ccc(C(=O)C2CCCN(C(=O)Cc3nonc3C)C2)cc1 (stereo not drawn)	3%	/	3%	-10%[9.22 µM]	20%	/	-5%[10 µM]
O=C(CSc1nc(O)cc(=O)n1-c1ccccc1)c1ccc(Br)cc1	6%	/	10%	-3%[9.22 µM]	-6%	7%	-1%
COC(=O)C1=C(C)N=C2SCCC(=O)N2C1c1cccs1 (stereo not drawn)	-6%	-2%	0%	7%	-1%	-1%	-13%[10 µM]
CCc1c(C)nc2ccc(Br)cc2c1SCCC#N	-8%	?	-5%	7.9µM*	10%	-5%	31%[10 µM]
CCO[C@@H]1OC(C(=O)N2CCN(Cc3ccccc3)CC2)=C[C@H](C2CC2)[C@H]1CCCO	4%	/	-7%	4%[9.22 µM]	11%	/	1%[10 µM]
COC(=O)C/C=C\[C@@H](C)[C@@H](/C=N\OC[C@@H](O)COCc1ccco1)NS(=O)(=O)c1ccc(C)cc1	1%[17.4 µM]	/	/	/	13%[13.1 µM]	/	-11%[10 µM]
COc1ccc(NC(=O)N2CCCCC2)cc1	6%	-5%	6%	-11%	3%	-5%	-1%
CCCn1c(SCC(=O)NCc2ccco2)nc2c1c(=O)n(C)c(=O)n2C	0%	10%	-3%	-22%	4%	-5%	-30%[10 µM]
COc1cccc(CCN2C(=O)C(=O)N([C@@H](CNCc3ccccc3)Cc3ccccc3F)C[C@@H]2C(C)(C)C)c1	2%	/	7%	3%[9.22 µM]	-6%	/	19%[10 µM]
CCCC(C(=O)NCc1ccc(OC)cc1)N(Cc1ccco1)C(=O)c1snc(C(N)=O)c1N (stereo not drawn)	3%	1%	-5%	20%	-4%	-3%	-14%
Cc1csc(Cn2c(CN(C)C)nc3ccccc3c2=O)n1	5%	22%	7%	-17%	4%	-4%	4%[10 µM]
COC(=O)c1cc2c(C)[nH]c(C)c2cc(C(=O)OC)c1=O	7%	-11%	7%	7%	-7%	3%	/
COc1ccc(-n2c(-c3ccccc3)nc(=S)c3c2CCCC3)cc1	2%	-6%	-4%	10%	-1%	-7%	-9%
COc1ccc(CNC(=O)c2ccccc2SC)cc1	-2%	0%	-7%	6%	1%	-3%	16%
COc1ccc(-c2[nH]ncc2/C=N/NC(=O)c2cccc([N+](=O)[O-])c2)cc1OC	-1%	-1%[46 µM]	-12%	-18%[9.22 µM]	8%	-3%	-15%[10 µM]
COC(=O)c1ccc(CNC(=O)COC(=O)c2ccc(N(C)C)cc2)cc1	0%	-14%[46 µM]	2%	7%	2%	-5%	-35%[inhibitor]
Next section
SMILES	GAA spleen mod	Lamin A splicing	GAA glycogen	HttQ103 aggreg	CBFb-RUNX1 inh	GAA inh	HTT cytoprotect
Clc1ccc(-c2c(C3=NCCCN3)nnn2-c2ccc(Cl)cc2)cc1	-15%	-11%[46 µM]	-2%	-11%[9.22 µM]	5%	4%	11%[10 µM]
COc1ccccc1C1CC(=O)Oc2cc(C)c(Br)c(C)c21 (stereo not drawn)	0%[119 µM]	/	/	/	5%[89.1 µM]	/	-101%[inhibitor]
CN(CC(=O)NC1CCCCC1)S(=O)(=O)c1ccc(Br)s1	1%	2%	1%	?	0%	-7%	-5%
O=C(Nc1ccccc1)N1CCN(c2ncccn2)CC1	0%	-9%	-8%	-15%	13%	?	-5%[10 µM]
CCC(CC)C(=O)Nc1ccc(S(=O)(=O)Nc2nccs2)cc1	-10%	10%[46 µM]	-5%	/	-10%	0%	/
CCOc1cc(C#N)c(NC(=O)c2cccnc2)cc1OCC	-11%	?	8%	18%	-7%	-8%	-113%[inhibitor]
CC(Sc1nnc(COc2ccc([N+](=O)[O-])cc2)n1-c1ccccc1)C(=O)O (stereo not drawn)	1%	12%[46 µM]	13%	-4%[9.22 µM]	3%	7%	12%[10 µM]
Cc1ccc2nc(NCc3ccccc3)c(C=O)c(=O)n2c1	-3%	7%	2%	-13%	-2%	12%	0%[10 µM]
S=C1NC(c2cccs2)=CC(c2ccc(Br)cc2)N1 (stereo not drawn)	4%	?	-8%	?	6%	-1%	?
CC12COC3(C(=O)Nc4nccs4)CC1CCC32C (stereo not drawn)	-12%	4%	3%	-15%	-2%	-6%	-6%
O=C(NCc1ccco1)c1cc2nc(-c3cccs3)cc(C(F)(F)F)n2n1	2%	?	-14%	26%	9%	-4%	-3%
Cc1ccc(N(CN2CCCC2=O)C(=O)c2ccc(C)c(C)c2)cc1	-3%	-18%	4%	-14%	3%	-4%	?
CC(C)(C)c1ccc(Oc2cccc(C3CC(=O)C(C4NCCc5ccccc54)C(=O)C3n3cncn3)c2)cc1 (stereo not drawn)	1%	12%	-5%	12%	-22%	-10%	-22%
CCOC(=O)C1CCCN(CCC(=O)Nc2cccc(C)c2)C1 (stereo not drawn)	-1%	/	-9%	6%[9.22 µM]	9%	-2%	17%[10 µM]
CC(C)CSC1=NSC2=NC(=O)/C(=C\c3ccccc3)C(=N)N12	9%	/	-2%	14%	-6%	?	-45%
CCn1c2ccc(C)cc2c2nc3cc(C(=O)O)ccc3nc21	-6%	?	9%	17%	0%	-5%	15%[10 µM]
COc1ccc(NC(=O)c2sccc2SCC#N)cc1	2%	-7%	-4%	19%	9%	4%	-9%[10 µM]
OCCNCc1cccc(OCc2ccccc2Cl)c1	-1%	-3%[46 µM]	22%	3%[9.22 µM]	2%	10%	-66%[inhibitor]
COc1cc(SC)ccc1C(=O)OC(C)C(=O)NC1CCCC1 (stereo not drawn)	-3%	/	5%	-6%	-8%	1%	-27%
CC(C)Oc1ccc2c(=O)cc(-c3ccccc3)oc2c1	7%	?	/	9%	/	/	-267%[inhibitor]
O=C(CC1NCCc2ccccc21)Nc1ccccc1Cl (stereo not drawn)	1%	?	4%	-7%	4%	2%	-35%[inhibitor]
O=C(C1=C[C@@H](c2csc3ccccc23)C[C@@H](OCCCCO)O1)N1CCN(Cc2ccc3c(c2)OCO3)CC1	-2%	/	-14%	-26%[9.22 µM]	-7%	/	-4%[10 µM]
O=C1CC(c2cccc([N+](=O)[O-])c2)c2ccc3ccccc3c2N1 (stereo not drawn)	0%	25%	-4%	?	-14%	-8%	-12%
Cc1ccccc1N1CC(c2nc3ccccc3[nH]2)CC1=O (stereo not drawn)	4%	14%	-2%	-16%	4%	-8%	16%
CCc1nc(OCc2ccccc2)c2sc3nc4c(cc3c2n1)COC(C)(C)C4	-6%	5%	-7%	-10%	-2%	2%	-13%

Entries shown so far that have an aryl thioether with sulfur outside any ring (nine):
SMILES	GAA spleen mod	Lamin A splicing	GAA glycogen	HttQ103 aggreg	CBFb-RUNX1 inh	GAA inh	HTT cytoprotect
CCCCCCSc1ncc(C#N)c(N)n1	-15%	7%[0.0737 µM]	-1%	?	6%	?	-15%
CSc1ccc(C(=O)C2CCCN(C(=O)Cc3nonc3C)C2)cc1 (stereo not drawn)	3%	/	3%	-10%[9.22 µM]	20%	/	-5%[10 µM]
O=C(CSc1nc(O)cc(=O)n1-c1ccccc1)c1ccc(Br)cc1	6%	/	10%	-3%[9.22 µM]	-6%	7%	-1%
CCc1c(C)nc2ccc(Br)cc2c1SCCC#N	-8%	?	-5%	7.9µM*	10%	-5%	31%[10 µM]
CCCn1c(SCC(=O)NCc2ccco2)nc2c1c(=O)n(C)c(=O)n2C	0%	10%	-3%	-22%	4%	-5%	-30%[10 µM]
COc1ccc(CNC(=O)c2ccccc2SC)cc1	-2%	0%	-7%	6%	1%	-3%	16%
CC(Sc1nnc(COc2ccc([N+](=O)[O-])cc2)n1-c1ccccc1)C(=O)O (stereo not drawn)	1%	12%[46 µM]	13%	-4%[9.22 µM]	3%	7%	12%[10 µM]
COc1ccc(NC(=O)c2sccc2SCC#N)cc1	2%	-7%	-4%	19%	9%	4%	-9%[10 µM]
COc1cc(SC)ccc1C(=O)OC(C)C(=O)NC1CCCC1 (stereo not drawn)	-3%	/	5%	-6%	-8%	1%	-27%

Screening data deposited in PubChem BioAssay by National Center for Advancing Translational Sciences (NCATS).
